ABHD4 inh – ABHD4 (mouse) inhibition, primary FP screen; Q8VD66; purified mABHD4, FP-Rh probe fluorescence polarization; inhibition, % at 8.92 µM; hit rate 0.54% among 370,000;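 active = inhibition exceeding the mean over every tested compound plus 3 SD, cut at about 30% in these data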;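 note: 0% = plate median of compound wells and 100% = S159A mutant with DMSO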
Target sequence (Q8VD66 whole entry, looked up): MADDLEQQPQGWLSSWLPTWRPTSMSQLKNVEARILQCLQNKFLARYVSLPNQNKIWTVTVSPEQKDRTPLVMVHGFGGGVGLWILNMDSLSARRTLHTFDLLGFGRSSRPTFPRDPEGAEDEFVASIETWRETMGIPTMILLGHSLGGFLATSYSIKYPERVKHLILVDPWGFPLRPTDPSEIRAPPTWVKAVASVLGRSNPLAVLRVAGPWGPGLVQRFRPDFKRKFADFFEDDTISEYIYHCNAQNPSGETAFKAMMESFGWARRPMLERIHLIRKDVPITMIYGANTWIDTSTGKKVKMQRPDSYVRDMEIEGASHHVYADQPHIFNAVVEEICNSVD
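Test system: mouse ABHD4 enzyme, wild type. Reagent: FP-Rh fluorescent activity-based probe, added after compound pre-incubation. Timing: pre-incubation 45 min, probe exposure 60 min, at 25 °C. Technique: FP readout, ex 525 nm / em 598 nm. Benchmarks: high control S159A mutant with DMSO, low control median of compound wells.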
HTRA1 inh – inhibitors of human serine peptidase HTRA1 | AID 504803 | Q92743 | hit rate 0.5% among 340,000 | inhibition, % at 5.96 µM | recombinant HTRA1, FP-rhodamine activity-based probe, fluorescence polarization; in the data active = inhibition above about 36%;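 note: 0% = enzyme with DMSO and 100% = wells lacking enzyme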
Rev-erbA mod – Rev-erb alpha (human) modulation. P20393. Rev-erbα–FITC-DNA binding, fluorescence polarization, 90 min. activity, % at 10 µM. hit rate 0.79% among 370,000;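 active = activity above about 14%, limit read from the data; passing the limit was not always enough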;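 note: 0% = DMSO wells with 35 nM protein and 100% = DMSO wells with 750 nM protein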
TCR-CD3 inh – blocks the human TCR-CD3 interaction | TAMRA-labeled TCR probe fluorescence, biochemical | hit rate 0.37% among 360,000 | inhibition, % at 9.4 µM; in the data active = inhibition above about 19%;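 note: recombinant mutant TCR 2C K166C tagged with TAMRA read by polarization; 0% = receptor in buffer alone and 100% = receptor with positive control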
rCAG binder – binds r(CAG) RNA repeats; r(CAG) RNA repeat, TO-PRO-1 dye displacement fluorescence; inhibition, % at 3 µM; hit rate 1.3% among 370,000; AID 651821;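 active = inhibition above the plate cutoff, the mean of all test compounds on that plate plus 3 SD, cut at about 35% in these data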;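 note: 0% = DMSO alone and 100% = 100 µM mitoxantrone as full dye displacement; higher means more dye released from RNA so lower well fluorescence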
MBD2 inh – inhibitors of human MBD2 binding to methylated oligonucleotide; Q9UBB5; TR-FRET; hit rate 0.31% among 370,000; inhibition, % at 4.4 µM; in the data active = inhibition above about 13%
LEDGF integ inh – blocks HIV-1 LEDGF/p75-dependent DNA integration | TR-FRET IN-LEDGF/p75 DNA integration, Eu/Cy5 | inhibition, % at 3.7 µM | hit rate 0.64% among 370,000 | AID 743269;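 active = inhibition above the screen-wide mean plus 3 SD, cut at about 13% in these data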;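 note: signal is the Cy5 over europium emission ratio at 671 and 618 nm; 0% = plate median of compound wells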
UHRF1 binding – UHRF1 methyl-DNA binding inhibition; Q96T88; UHRF1 binding to methylated oligo, TR-FRET; inhibition, % at 4.4 µM; hit rate 0.75% among 370,000; in the data active = inhibition above about 21%;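 note: UHRF1 SRA domain binding a hemimethylated CpG hairpin DNA probe; 0% = median of test compound wells and 100% = reference inhibitor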
PRMT1 FP inh – PRMT1 (human) inhibition, primary screen; inhibition, % at 2.79 µM; recombinant PRMT1, activity-based probe fluorescence polarization; AID 652257; hit rate 1.3% among 370,000;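 active = inhibition above about 21% made by adding two undisclosed values, limit read from the data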
Target sequence (Q99873 whole entry, looked up): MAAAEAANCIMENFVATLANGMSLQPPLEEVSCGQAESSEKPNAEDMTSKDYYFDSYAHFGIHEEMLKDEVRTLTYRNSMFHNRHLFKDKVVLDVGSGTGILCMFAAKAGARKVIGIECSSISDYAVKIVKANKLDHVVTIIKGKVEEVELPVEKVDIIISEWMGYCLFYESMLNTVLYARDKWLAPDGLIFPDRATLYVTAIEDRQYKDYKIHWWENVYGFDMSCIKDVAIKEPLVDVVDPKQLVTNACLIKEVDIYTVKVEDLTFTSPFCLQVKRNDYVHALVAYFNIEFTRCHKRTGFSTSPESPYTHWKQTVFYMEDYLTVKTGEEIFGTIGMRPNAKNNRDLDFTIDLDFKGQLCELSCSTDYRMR
PG9 Ab binder – binds the HIV-1 gp120 antibody PG9; TR-FRET gp120-PG9 antibody binding; inhibition, % at 6.7 µM; hit rate 0.43% among 360,000; AID 624416; in the data active = inhibition above about 8.5%
* hit, by the source's call; . = not tested or not shown. A portion of the library (hit frequency here may not be typical).

SMILES	ABHD4 inh	HTRA1 inh	Rev-erbA mod	TCR-CD3 inh	rCAG binder	MBD2 inh	LEDGF integ inh	UHRF1 binding	PRMT1 FP inh	PG9 Ab binder
O=C(Nc1cccc(O)c1)c1cccc(S(=O)(=O)N2CCCCCC2)c1	0	-29	0	6	1	1	-1	2	-1	0.7
CCCCNC(=O)C(=O)N/N=C/c1ccc(C(=O)OC)cc1	5	-15	-2	4	-2	2	3	-1	-2	0.0
Cc1cc2ccccc2n1CCNC(=O)C(C)C	0	5	1	6	5	-6	-1	-5	2	-2.5
O=C(NCc1ccccc1)C1=C[C@@H](c2ccc(Br)cc2)C[C@@H](OCc2ccc(CO)cc2)O1	-31	-74	1	8	2	2	1	-1	-1	-0.5
Cc1ccc(C(C)C)c(OCCNC(=O)c2ccccc2O)c1	-25	-31	-8	1	-2	2	1	0	0	-1.7
COc1ccc(CCNC(=O)c2c(N)no[n+]2[O-])cc1OC	0	4	-3	8	-1	2	2	0	0	0.3
COc1ccc(-n2c(=S)[nH]c3ccccc3c2=S)cc1	1	3	2	-1	1	2	4	-1	4	-1.5
Cc1nn2c(NCCN(C)C)c3c(nc2c1-c1ccccc1)CCC3	6	12	-1	-7	-7	2	-4	10	5	-1.3
Cc1ccccc1NC(=O)/C(=C\c1cccs1)NC(=O)c1ccco1	5	3	4	-7	2	-1	1	0	5	0.5
CCOC(=O)c1ccc(NC(=O)CCC(=O)OC)cc1	0	1	-4	11	-1	-1	0	-1	1	-1.4
Cc1nn(CCCC(=O)NCc2ccccc2)c(=O)c2nccn12	2	8	2	2	3	3	6	1	-3	-0.8
CCSc1cc(C)nc2c(-c3ccc(Cl)cc3)c(C)nn12	3	-4	20	-2	2	-1	1	1	2	0.2

Next section, starting with the last 3 of the part before.
SMILES	ABHD4 inh	HTRA1 inh	Rev-erbA mod	TCR-CD3 inh	rCAG binder	MBD2 inh	LEDGF integ inh	UHRF1 binding	PRMT1 FP inh	PG9 Ab binder
CCOC(=O)c1ccc(NC(=O)CCC(=O)OC)cc1	0	1	-4	11	-1	-1	0	-1	1	-1.4
Cc1nn(CCCC(=O)NCc2ccccc2)c(=O)c2nccn12	2	8	2	2	3	3	6	1	-3	-0.8
CCSc1cc(C)nc2c(-c3ccc(Cl)cc3)c(C)nn12	3	-4	20	-2	2	-1	1	1	2	0.2
NC(=NC(=O)c1ccc(Cl)cc1)N1N=CCC1c1ccccc1 (stereo not drawn)	-6	-31	-4	6	-7	3	-5	-2	-1	-2.3
COCCCNC(=O)Cn1nnc(-c2ccc(NC(=O)c3ccccc3F)cc2)n1	-4	-8	2	6	-1	-2	3	-3	-2	-0.3
O=C(CC1c2cc(F)ccc2C=C(c2ccsc2)N1c1ccc(C#CCCO)cc1)c1ccco1 (stereo not drawn)	-5	.	0	-4	11	-2	-3	2	1	-0.8
COc1ccc(S(=O)(=O)NNC(=O)C2CC(c3cccnc3)=NO2)cc1 (stereo not drawn)	-6	5	1	-2	0	1	5	-4	-4	-3.0
O=C(CCCn1c(=S)[nH]c2ccccc2c1=O)NC1CCCCC1	-3	4	2	2	-3	-2	-3	-2	1	-1.0
COc1ccc(NCC(=O)N/N=C2\CCc3ccccc32)cc1	3	8	0	-4	2	1	1	-2	4	-2.4
CCCCCCCCn1cnc2c(N)c(C)c(C)cc21	11	16	1	-1	-8	-5	-1	0	0	2.3
Cc1c(C(=O)NN)nn(-c2ccc(Cl)cc2)c(=O)c1C#N	-3	-2	6	5	12	8	-2	7	1	-1.2
Cc1ccc(C(=O)N[C@H](C(=O)Nc2cc(Cl)cc(Cl)c2)C(C)C)cc1	-3	-1	-1	2	0	3	2	5	4	2.1
CC1=C(C#N)c2nc(N)c(C#N)c(C)c2/C1=C\c1ccc(-c2ccccc2C(=O)O)o1	19	20	-2	-1	46*	0	10	15	15	-5.4
COCCNC(=O)c1cc(-c2cccc(OC)c2)on1	-1	0	-3	6	-1	-6	-2	-2	-4	0.9
CC(OC(=O)CNC(=O)c1ccc(Cl)c([N+](=O)[O-])c1)C(=O)NCc1ccco1 (stereo not drawn)	-1	2	2	7	2	1	1	-5	1	1.7
Cn1c(SCC(=O)Nc2ccccc2F)nnc1-c1ccc(S(=O)(=O)N2CCOCC2)cc1	2	6	-4	-2	-7	-4	2	-2	0	-0.3
CN(C)C(=O)Cn1c(SCC(=O)Nc2ccc3c(c2)OCO3)nc2ccccc21	-8	4	-1	-1	0	7	-2	3	1	0.7
Cn1nnc(NC(=O)c2cccc(OCc3ccccc3)c2)n1	7	-6	-2	2	-2	2	-1	0	1	0.6
O=C(N/N=C/c1cccc([N+](=O)[O-])c1)c1cccc(Br)c1	3	8	-7	3	-3	4	0	-3	0	-2.0
COc1ccc(CC(=O)NNc2ncnc3c2cnn3-c2ccc(C)cc2)cc1	-11	-2	-4	8	0	0	-1	-3	0	-0.3
Cc1cc(C)n2nc(C)c(-c3ccccc3)c2n1	0	-5	-2	-2	-4	6	-3	1	-1	0.4
O=C1NN=C(c2ccccc2)CC1c1c[nH]c2ccccc12 (stereo not drawn)	-2	-3	1	-3	3	2	1	-2	0	1.8
CCN=C1SC(CC(=O)Nc2ccccc2OCC)C(=O)N1CC (stereo not drawn)	5	3	-5	0	0	-1	0	11	13	0.5
Cc1ccc(-n2nnc3c(=O)oc4ccccc4c32)cc1	-12	0	5	-5	4	3	2	0	2	0.8
CC(=O)Nc1ccccc1-c1nc2ccccc2nc1OCC(=O)c1ccc(Br)cc1	-1	7	-5	10	3	-1	-1	0	-3	-1.9
CCOc1ccc(N(CC(=O)Nc2ccccc2C(=O)N2CCCC2)S(C)(=O)=O)cc1	0	-2	-2	1	-4	-1	2	-1	1	1.5
CN(CC(=O)Nc1cccc(F)c1)C(=O)CSc1nc2ccccc2s1	-8	-15	4	-1	6	1	-4	4	13	1.6

Compound profiles, as listed above. Order of screens: ABHD4 inh	HTRA1 inh	Rev-erbA mod	TCR-CD3 inh	rCAG binder	MBD2 inh	LEDGF integ inh	UHRF1 binding	PRMT1 FP inh	PG9 Ab binder
Shown for CN(CC(=O)Nc1cccc(F)c1)C(=O)CSc1nc2ccccc2s1 → -8	-15	4	-1	6	1	-4	4	13	1.6
Shown for Cc1cc(C)n2nc(C)c(-c3ccccc3)c2n1 → 0	-5	-2	-2	-4	6	-3	1	-1	0.4

(continued)
SMILES	ABHD4 inh	HTRA1 inh	Rev-erbA mod	TCR-CD3 inh	rCAG binder	MBD2 inh	LEDGF integ inh	UHRF1 binding	PRMT1 FP inh	PG9 Ab binder
CCN(CC(=O)Nc1cc(Cl)ccc1C)c1ncnc2sc(C)c(C)c12	-12	-16	-2	8	0	-4	-1	-1	-1	0.7
Cc1noc(C)c1COC(=O)CCN1c2ccccc2Sc2ccccc21	7	13	7	2	-7	1	-1	0	1	-1.7
CC(C)C(NS(=O)(=O)c1cccs1)C(=O)N1CCc2ccccc2C1 (stereo not drawn)	-1	-3	7	9	-1	2	0	-2	0	-1.9
Cc1cc(O)c(NC(=O)c2ccco2)cc1C	0	-5	-6	0	1	-2	4	2	-3	-0.7
N#Cc1ccccc1S(=O)(=O)N1CCN(C(=O)CCC2CCCC2)CC1	-1	4	-1	10	0	0	1	-1	-2	-0.9
Cc1ccc(NC(=S)NCc2cccs2)cc1	4	-5	0	0	-2	4	-1	-1	-3	0.2
Cc1nn(-c2ccc(C(F)(F)F)cn2)c(C)c1Oc1ccccc1O	-10	-18	7	-4	-3	1	0	11	-1	1.1
COP(=O)(OC)C(NC(=O)Nc1ccccc1)c1ccccc1 (stereo not drawn)	-2	11	8	0	0	3	8	0	-3	-0.6
COCCn1c(SCC(=O)Nc2cccnc2Cl)nc2ccccc21	-6	-6	-3	2	0	1	3	-2	-3	-2.2
Cc1ccc(CN2CCN(CC(C)C)C(CCO)C2)s1 (stereo not drawn)	1	2	-2	9	-2	-4	-4	1	0	-2.6
Cc1cnc(CNC(=O)c2csc(COCCO)n2)cn1	7	.	1	5	3	1	0	1	0	-2.0
COc1ccc(-n2nnnc2CNC(=O)C2CC(=O)N(c3ccc(F)cc3)C2)cc1 (stereo not drawn)	1	7	-3	-3	1	0	0	0	6	0.2
CCOC(=O)c1sc(NC(=O)c2ccccc2C(=O)O)c(C(=O)OCC)c1C	-11	3	6	-7	45*	1	2	5	8	1.2
O=c1[nH]c(CN2CCc3ccccc32)nc2scc(-c3cccs3)c12	-11	-18	1	-6	17	0	18*	0	10	0.7
NC(=O)C1CCN(c2nc(-c3cccc(N)c3)cs2)CC1	14	2	-3	1	0	2	-1	-3	1	-3.1
COC(=O)C1CN(Cc2cn(CCC3OCCO3)nn2)CCS(=O)(=O)N1Cc1ccccc1 (stereo not drawn)	4	.	-2	.	1	5	-3	17	-2	.
COc1cc(COc2ccc3c(C)c(CCC(=O)O)c(=O)oc3c2)cc(OC)c1OC	-10	5	3	3	12	3	-1	-2	-3	1.4
Cc1ccc(CN2C(=O)CCC2C(=O)NCc2ccc3c(c2)OCO3)cc1 (stereo not drawn)	0	-3	-5	2	1	-5	-2	-1	-2	3.1
COc1cc2c(=O)n(CCC(=O)NCC3CCCO3)c(=O)n(CC(=O)Nc3ccc(C)cc3C)c2cc1OC (stereo not drawn)	3	0	-1	6	-2	0	-4	0	-1	-1.1
COc1ccc(-c2cnc(N)n2C)cc1	6	-4	-4	-5	2	3	-2	-3	1	-0.3
CC(=O)Nc1ccc(NC(=O)CSc2nnc(-c3ccco3)o2)cc1	-6	1	-2	-9	1	0	6	3	-2	-2.9
CN(C(=O)COC(=O)CSCc1cccc(Cl)c1)c1c(N)n(Cc2ccccc2)c(=O)[nH]c1=O	-2	8	-5	10	2	-6	3	2	-2	-0.5
Cc1ccn2c(CNCc3cnn(C)c3)c(C(=O)N3CCCCCC3)nc2c1	2	3	0	9	-6	0	3	0	0	-0.9
Cc1cc(C(=O)Nc2nnc(C3CCCCC3)s2)no1	3	-5	8	-1	-1	-2	1	4	-3	-3.8
CCOC(=O)c1ccccc1NC(=O)c1cc(S(=O)(=O)N2CCOCC2)ccc1F	-13	-18	-2	2	0	-2	-3	-2	0	-0.4
O=C(CCn1nnc2ccccc21)N1CCN(c2ccccc2F)CC1	10	.	-10	.	-3	4	-3	2	4	.
CC(=O)c1ccc(-n2c(CCC(=O)O)ccc2-c2ccc(Cl)cc2)cc1	-6	-1	-1	3	10	-2	-4	2	6	-0.5
CCCCN1C(=O)C(=O)N(CC(=O)Nc2ccccc2C(=O)OCC)C1=O	4	3	1	5	-1	3	1	-1	-4	-0.1
O=C(c1ccc(CS(=O)Cc2ccc(Cl)cc2)o1)N1CCN(c2ccccc2)CC1 (stereo not drawn)	11	-2	1	0	-7	-3	-3	1	0	-2.1
CC(NC(=O)C12CC3CC(CC(C3)C1)C2)C(=O)N/N=C/C1=C(N2CCOCC2)C(=C\c2cccc([N+](=O)[O-])c2)/CC1 (stereo not drawn)	2	1	5	-5	2	-3	0	2	1	-0.1
CC(NCc1ccncc1)C12CC3CC(CC(C3)C1)C2 (stereo not drawn)	-1	-2	-5	7	0	1	4	1	0	-1.5
Cc1ccc2nc(SCC(=O)NCc3ccccc3Cl)nc(=O)n2c1	-1	5	-5	6	0	-6	4	-3	-2	1.9
COc1cccc(C#CC2=CC(=O)CC(C)(C)C2)c1	-4	-19	-4	-7	8	1	3	4	4	1.0
CCOC(=O)C1CCN(C(=O)c2cc3cc4ccc(OC)cc4nc3o2)CC1	-2	-8	2	3	-6	-2	2	-2	2	-1.1
CC(C)(C)c1cc(S(=O)(=O)CCc2ccccn2)cc(C(C)(C)C)c1F	-13	-17	8	-3	-9	-8	1	-2	-3	2.8
